Screening data deposited in PubChem BioAssay by National Center for Advancing Translational Sciences (NCATS).
Nrf2 ARE act: activators of Nrf2 (ARE) signaling | AID 624171 | Potency, µM (top dose mostly 46.1 µM), without a hit: at the highest dose activation, actives largely listed as activators | AREc32 ARE-luciferase reporter (MCF7-derived line), luminescence, 24 h | 410,000 compounds, 0.31% hits; further: potency means the concentration at half of the fitted maximal effect; % of control where 0% means no effect; nearly all actives have a fitted effect of over 65% in size
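AREc32 cells carrying an ARE-driven firefly luciferase reporter were seeded at 1000 cells/well in OPTI-MEM with 5% FBS, then exposed to compound for 24 hr at 37 deg C. Luminescence was read with Steady-Glo after 30 min at RT.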
Abeta yeast res: restores growth of yeast expressing A-beta42 peptide. yeast expressing A-beta42, growth rescue, OD600, 48 h; response scale: 0% DMSO, 100% iron-clioquinol control. AID 1347071. 410,000 compounds, 0.063% hits. Potency, µM (highest dose often 46.1 µM), for the others: at the top dose growth rescue, most hits filed as activators; further: potency means the concentration at half of the fitted maximal effect; nearly all actives have a fitted effect of over 55% in size
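Yeast growth medium received pinned compounds, then yeast cells expressing toxic A-beta were added; plates incubated at 30 C for 48 hr. Growth read as absorbance at 600 nm, normalized to DMSO and equimolar FeCl3 plus clioquinol controls.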
CCT chaperon mod: cytosolic chaperonin activity modulation; activity change, % (concentration not given with the values), hits read low; purified chaperonin ATPase assay, HTRF ADP detection, 30 min; 360,000 compounds, 0.3% hits; in the data active means activity change below about -30%; further: on the % scale 0 is the no-effect control and ±100 the full control effect
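ATPase activity: ADP formed was measured by HTRF Transcreener (665/615 nm ratio) after 30 min at 37 deg C with 10 uM ATP. Compounds screened at one 76 uM concentration against 40 or 20 nM TRiC in Tris pH 7.4/KCl/MgCl2/DTT buffer.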
Akt phos inh: Akt phosphorylation inhibition | AID 651550 | activity change, % for hits at 50 µM | Neuro2A IGF-stimulated pAkt S473 HTRF, 20 min; active compounds read low | 360,000 compounds, 0.32% hits; in the data active means activity change below about -80%; inconclusive means mostly about -51% to -80%; further: on the % scale 0 is the no-effect control and ±100 the full control effect
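Single-point screen (50 µM final compound) in Neuro2A cells stimulated 20 min with 6 nM IGF at 37 deg C. After lysis, Ser473-phosphorylated Akt read by HTRF (ex 330 nm, em 615/665 nm) as the 665/615 ratio.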
TGFb inhibitor: inhibitors of TGF-b signaling. HepG2 CAGA-GFP TGF-b/SMAD3 reporter, GFP fluorescence, 18 h; TGF-beta stimulated, 500 pg/mL final. Potency, µM (highest dose often 46.1 µM), inactives show at the top dose activity, negative = inhibition, hits mostly inhibitors. 410,000 compounds, 1.2% hits; further: potency means the concentration at half of the fitted maximal effect; on the % scale 0 is the no-effect control and ±100 the full control effect; nearly all actives have a fitted effect of over 65% in size
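GFP signal (ex488/em500-530) from TGF-beta-stimulated HEPG2 CAGA-GFP cells, 500 pg/mL final, 18 h at 37 degrees C in DMEM plus 1% FBS, normalized to unstimulated and DMSO-stimulated controls.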
HepG2 viability: counter-screen for TGF-b inhibitors: cytotoxicity in HepG2 cells. Potency, µM (top dose mostly 46.1 µM), without a hit: at the top dose activity change, negative = cytotoxicity, most hits filed as cytotoxic. 410,000 compounds, 0.76% hits. HepG2 CAGA-GFP viability, ATP luminescence, 18 h. AID 588856; further: potency means the concentration at half of the fitted maximal effect; some results filed as inactive show a strong effect at the top dose
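HepG2 CAGA-GFP cells (1000/well, DMEM with 1% FBS) received compound, then TGF-beta at 500 pg/mL final, and were incubated 18 hours at 37 degrees C. Viability was read by CellTiter-Glo luminescence. Media-only wells were set as complete cell-killing and DMSO as no toxicity.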
Nrf2 inh: Nrf2 pathway inhibition; 360,000 compounds, 2.1% hits; Potency, µM (series often up to 46 µM), inactives show at the top dose activity change, negative = inhibition, hits mostly inhibitors; A549 ARE-Fluc reporter, luciferase luminescence, 18-24 h; further: potency means the concentration at half of the fitted maximal effect; on the % scale 0 is the no-effect control and ±100 the full control effect; nearly all actives have a fitted effect of over 60% in size
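In this cell-based qHTS, ARE-driven firefly luciferase in A549 cells reports Nrf2 activity; the luminescent signal after BugLite lysis is the measured value, with a prior CellTiter-Fluor read for cell health.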
MmCpn inh: blocks the Methanococcus maripaludis chaperonin Mm-Cpn; purified Mm-Cpn ATPase, ADP Transcreener TR-FRET; Potency, µM (doses to about 76.9 µM), without a hit: at the top dose activity, negative = inhibition, actives largely listed as inhibitors; 330,000 compounds, 0.031% hits; AID 504842; further: potency means the concentration at half of the fitted maximal effect; on the % scale 0 is the no-effect control and ±100 the full control effect; nearly all actives have a fitted effect of over 80% in size
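Measured: ADP formation by purified Mm-CPN. Conditions: 25 nM protein, 10 uM ATP, Tris pH 7.4 with Mg2+, K+ and DTT, 37°C for 30 min. Detection: Transcreener HTRF after 30 min at room temperature.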
A549 tox: A549 cytotoxicity, counter-screen for Nrf2 inhibitors. 390,000 compounds, 0.16% hits. Potency, µM (doses to about 46 µM), for inactives: top-dose activity change, negative = cytotoxicity, actives largely listed as inhibitors. A549 ARE-Fluc cells, CellTiter-Fluor viability, 18-24 h. AID 504648; further: potency means the concentration at half of the fitted maximal effect; on the % scale 0 is the no-effect control and ±100 the full control effect
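Cytotoxicity counterscreen: CellTiter-Fluor fluorescence was measured in A549 ARE_Fluc cells after 18-24 h of compound exposure in a concentration series. The subsequent BugLite luminescent read reports ARE-luciferase activity.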
Starred values were filed as active, the others as inactive; i = inactive; ? = inconclusive; / = not tested or not shown; & = joins results of further samples; [ ] = dose if it differs, or a comment. Unless noted, the call rests on the fitted dose curve; in most records, active means well fitted curve in the direction sought with a large enough effect; inconclusive means small, poorly fitted or top-dose-only effect, or another doubt; inactive means no such curve, though single readings can be large; an effect the other way counts as inactive or inconclusive. Outcome played no part in choosing rows; any-hit rate near 4.3%.

SMILES	Nrf2 ARE act	Abeta yeast res	CCT chaperon mod	Akt phos inh	TGFb inhibitor	HepG2 viability	Nrf2 inh	MmCpn inh	A549 tox
CCN(CC)CCNC(=O)c1ccc2c(c1NCCO)C(=O)c1ccccc1C2=O	-3.5%	-1%	1.6	i	1.3µM*	1µM*	3.3µM*	-8%	?
CC1=CC(C)(C)N(C(=O)CCl)c2cc(C)ccc21	6.6%	4%	-0.8	i	20%	-9%	7%	0%	0%
Cc1ccnc2nc(C(=O)Nc3ccc(N4CCOCC4)cc3)nn12	0.1%	-4%	-0.2	-103%*	?	-10%	/	-2%	-3%
O=C(COCc1cc(-c2ccc3c(c2)OCO3)on1)N1CCN(c2ccc(F)cc2)CC1	-0.7%	-2%	-2.6	i	?	-15%	-24%	-2%	9%
CC(C)NCC(O)COc1ccc(CC(N)=O)cc1 (stereo unspecified)	0.6%	-20%	-3.3	i	5%	-12%	-6%	-1%[15.4 µM]	-5%
Cc1cc(C)c(S(=O)(=O)Nc2ncn[nH]2)cc1C	-0.4%	-16%	-5.6	i	-27%	-9%	2%	2%	-15%
COc1ccc(CC(=O)OCC(=O)Nc2ccc(Cl)cc2C)cc1	-0.3%	20%	-1.9	i	19%	-5%	-4%	1%	3%
COc1ccccc1NC(=O)N(CCCN1CCOCC1)Cc1cc2cc3c(cc2[nH]c1=O)OCO3	-1.0%	2%	1.6	i	-13%	0%	4%	1%	-3%
Cc1ccc(NC(=O)c2c(C)nc(Nc3nc4ccccc4o3)nc2C)cc1	0.8%	8%	-0.6	i	0%	-17%	-19%	1%	-12%
O=C(CN1CCN(S(=O)(=O)c2ccccc2)CC1)NC(=O)NC1CCCCC1	-0.1%	4%	-2.0	i	2%	-16%	?	0%	0%
CCOC(=O)C1(CC)NC(c2ccc(OC)c(OC)c2)C2C(=O)N(c3cccc(C(C)=O)c3)C(=O)C21 (stereo unspecified)	0.2%	10%	-8.9	i	3%	2%	8%	2%	-6%
O=C(Cn1c(=O)oc2ccccc21)Nc1nc(-c2ccc(Br)cc2)cs1	-0.8%	3%	-1.0	i	0%	-1%	-18%	-2%	1%
S=c1[nH]nc(Nc2cccc3ccccc23)s1	2.3%	-14%	-1.2	i	0%	-53%	4%	-6%	-2%
CC(=O)c1cccc(NC(=O)C2CCN(c3ncnc4c3nc3n4CCCCC3)CC2)c1	4.5%	-5%	/	/	18µM*	-25%	?	/	2%
CC(NCc1cccc(OCc2ccccc2)c1)C(O)c1ccccc1 (stereo unspecified)	4.2%	/	2.3	i	?	-91%	-1%	1%	-4%
CCOC(=O)C1CCN(C(=O)C2(NC(=O)Nc3ccc(F)cc3F)CCCCC2)CC1	0.5%	-15%	-1.1	i	?	3%	-11%	0%	0%
O=C1Nc2ccccc2N=C(c2ccccc2)c2ccccc21	6.5%	-19%	-2.8	i	-8%	-14%	2%	1%	-6%
COc1ccccc1CNC(=O)c1c(N)n(CCCN2CCOCC2)c2nc3ccccc3nc12	-0.4%	13%	-2.0	i	?	-110%	18µM*	0%	?
COc1ccc([C@@H]2[C@@H]3C(=O)N(C(C)(C)C)C(=O)[C@@H]3[C@]3(Cc4ccccc4)C(=O)N(c4cccc(C)c4)C(=O)N23)cc1	0.5%	-7%	-0.5	i	9%	2%	?	0%	0%
CCOc1cc(CNC2CCCC2)cc(Cl)c1OCc1ccc(F)cc1	-0.1%	-17%	0.2	i	?	11µM*	7%	1%	-20%
Cc1cc(N=Cc2cc(Cl)ccc2O)no1	0.1%	-3%	-4.8	i	1%	-2%	0%	2%	2%
O=C(NCc1ccco1)c1cccc(NS(=O)(=O)c2ccccc2F)c1	-1.8%	24%	0.0	i	-2%	-9%	-4%	3%	6%
CSc1ccc(CN2CCC(n3nccc3NC(=O)CCCc3ccccc3)CC2)cc1	1.4%	-1%	-0.6	i	?	1%	-12%	-7%	1%
O=C(Cc1cc(=O)[nH][nH]1)N/N=C/c1c(F)cccc1Cl	-0.6%	-8%	-11	i	-3%	0%	14%	1%	5%
CCCCNC(=O)c1cc2c(=O)n3cccc(C)c3nc2n(Cc2ccncc2)c1=N	-0.7%	6%	1.0	i	18%	-2%	25%	-7%	?
Nc1cc(C(=O)OCC(=O)NNC(=O)c2ccccc2)ccc1Cl	0.6%	10%	-3.7	i	2%	0%	-15%	1%	1%
CCN1C(=O)C(c2ccc(O)cc2)(c2ccc(O)cc2)c2ccccc21	5.6%	-2%	1.0	i	30%	41%	-7%	3%	0%
Cn1cc(CN2CCC(C(O)c3cccs3)CC2)c(-c2cccc(Cl)c2)n1 (stereo unspecified)	2.3%	-20%	-4.3	i	1%	-13%	26%	1%	3%
CCc1ccc(OC(=O)Cc2ccc(OC)c(S(=O)(=O)N3CCOCC3)c2)cc1	0.1%	13%	1.0	i	8%	-1%	-4%	1%	2%
COc1ccc(C2Oc3ccccc3N2C(C)=O)cc1 (stereo unspecified)	6.5%	14%	-21	i	-2%	-5%	?	3%	/
O=C(CNS(=O)(=O)c1ccc2ccccc2c1)Nc1ccc(F)c(F)c1F	-0.3%	-1%	-0.6	i	?	-3%	1%	-4%	-2%
COc1cccc(CC(=O)N2CCC(n3nccc3NC(=O)C3CC3)CC2)c1	0.1%	4%	0.0	i	0%	-25%	?	1%	0%
N=c1c(S(=O)(=O)c2ccc(Br)cc2)cc2c(=O)n3ccccc3nc2n1Cc1ccco1	0.6%	-16%	-2.0	/	7.9µM*	-64%	?	-1%	?
Cc1c(C)c(C)c(S(=O)(=O)NCCc2ccncc2)c(C)c1C	-0.4%	-12%	-1.7	i	?	-4%	?	-3%	9%
Nc1ncnc2c1ncn2[C@@H]1O[C@H](CNC(=O)[C@@H](N)COCc2ccccc2)[C@@H](O)[C@H]1O	0.6%	-9%	-0.3	i	-6%	0%	3%	0%	18%
COc1ccc(/C=C(\NC(=O)c2ccc([N+](=O)[O-])cc2)C(=O)NCCCn2ccnc2)cc1	-0.8%	-3%	-2.4	i	?	-32%	-7%	1%	1%
CCn1c(COc2ccc(C)cc2)nnc1SCC(=O)NCc1ccco1	0.2%	3%	1.2	i	-7%	-23%	-1%	3%	1%
COc1ccccc1-n1c(N)c(C(N)=O)sc1=S	0.0%	6%	-0.7	i	8%	-6%	-4%	-2%	6%
CNC(=O)C1CCC(Cn2c(=O)c3sccc3n(CC(=O)Nc3cc(F)ccc3F)c2=O)CC1 (stereo unspecified)	0.4%	-5%	/	/	-5%	-2%	?	/	1%
Cc1nn(-c2ccccc2)c2sc(C(=O)NNC(=O)COc3ccccc3)cc12	3.5%	5%	-1.7	i	-1%	-31%	5%	-2%	-11%

Nrf2 inh, entries above that show a hit
SMILES	CCT chaperon mod	Akt phos inh	Nrf2 inh	MmCpn inh
CCN(CC)CCNC(=O)c1ccc2c(c1NCCO)C(=O)c1ccccc1C2=O	1.6	i	3.3µM*	-8%
COc1ccccc1CNC(=O)c1c(N)n(CCCN2CCOCC2)c2nc3ccccc3nc12	-2.0	i	18µM*	0%

The results go on:
SMILES	Nrf2 ARE act	Abeta yeast res	CCT chaperon mod	Akt phos inh	TGFb inhibitor	HepG2 viability	Nrf2 inh	MmCpn inh	A549 tox
CCn1c(SCC(=O)NCC(=O)Nc2ccc(F)cc2)nnc1-c1ccncc1	-1.3%	16%	1.0	i	0%	5%	4%	-1%	1%
Cc1ccc(S(=O)(=O)N(CC2CO2)c2ccccc2[N+](=O)[O-])cc1 (stereo unspecified)	12%	-4%	-1.1	i	10%	-1%	-16%	-5%	-18%
CCc1nc(NCCC(C)C)c2nnn(Cc3ccccc3)c2n1	-0.3%	-2%	-1.3	i	-5%	-57%	3%	-4%	15%
CN1C(C(=O)Nc2ccc(F)cc2F)=CC(c2ccco2)=NS1(=O)=O	-0.3%&3.7%	-10%&15%	-0.3	i	?	-21%&-10%	?	0%	-11%&0%
CCOC(=O)Cn1nc(C)n(-c2cccc(Cl)c2)c1=O	-1.0%	2%	-27	i	-9%	9%	13%	0%	-2%
O=C(NC1CCN(C(=O)NCc2ccccc2)CC1)c1ccc(F)cc1	0.0%	-4%	1.3	i	22%	0%	-15%	-7%	?
Cc1ccc(C(O)c2ncc(-c3cccc4ccccc34)[nH]2)cc1F (stereo unspecified)	-0.1%	-1%	-0.7	i	?	-38%	/	/	/
CCCOc1ccc(Cn2c(=O)sc3ccccc32)cc1	3.4%	20%	/	/	-1%	-7%	?	/	12%
CCOC(=O)C1=C(COC(=O)c2ccc(OC(C)C)cc2)NC(=O)NC1C (stereo unspecified)	2.4%	16%	-0.6	i	-10%	-3%	-15%	1%	-4%
CN(C)c1ccc(NC(=S)N(CCc2ccccc2)C2CC(=O)N(c3c(Cl)cccc3Cl)C2=O)cc1 (stereo unspecified)	0.6%	8%	-3.9	i	-17%	-32%	-3%	0%	-3%
CSCCC(NC(=O)OC(C)(C)C)C(=O)Oc1ccc2c(=O)c(-c3ccc4c(c3)OCCO4)coc2c1 (stereo unspecified)	0.2%	-7%	-1.3	-85%*	-7%	-34%	28%	-2%[15.4 µM]	-3%
